NPYLR7 ag = activates Aedes aegypti NPYLR7 receptor; HEK293T NPYLR7/Galpha15, GCaMP6s calcium fluorescence; activation, % at 10 µM; hit rate 0.15% among 270,000; in the data active = activation above about 40%;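 also: 0% = vehicle and 100% = reference agonist at the receptor; some compounds past the cut are filed as inactive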
hcGAS inh = human cGAS inhibition; inhibition, % at 12.5 µM; Q8N884; hit rate 0.081% among 290,000; recombinant h-cGAS, ATP depletion, Kinase-Glo luminescence; AID 1259398;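 also: 0% = vehicle reaction and 100% = reaction without DNA for no activity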
Target sequence (Q8N884 whole entry, looked up): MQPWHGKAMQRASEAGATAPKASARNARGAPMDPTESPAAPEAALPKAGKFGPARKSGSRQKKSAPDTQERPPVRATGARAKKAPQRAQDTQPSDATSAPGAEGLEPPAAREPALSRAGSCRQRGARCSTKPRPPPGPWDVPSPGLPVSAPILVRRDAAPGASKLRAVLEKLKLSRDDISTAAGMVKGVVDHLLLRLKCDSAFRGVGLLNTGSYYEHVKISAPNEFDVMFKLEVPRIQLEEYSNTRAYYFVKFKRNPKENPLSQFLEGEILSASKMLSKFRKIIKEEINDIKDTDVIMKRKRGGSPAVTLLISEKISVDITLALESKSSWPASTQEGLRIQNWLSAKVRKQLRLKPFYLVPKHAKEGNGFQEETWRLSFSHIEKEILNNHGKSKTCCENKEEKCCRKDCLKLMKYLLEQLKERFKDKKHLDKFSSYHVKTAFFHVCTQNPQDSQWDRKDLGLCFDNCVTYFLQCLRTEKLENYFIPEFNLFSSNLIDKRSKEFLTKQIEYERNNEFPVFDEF
mcGAS lum = inhibitors of mouse cGAS | Q8C6L5 | inhibition, % at 12.5 µM | recombinant cGAS, Kinase-Glo ATP depletion luminescence | hit rate 0.15% among 160,000;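 also: 0% = negative control wells and 100% = reference inhibitor with no enzyme activity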
Active calls of the source: *; x = not tested or not shown; & = joins results of further samples. Rule as the data show it, unless noted: active = inhibition above about 40%; inactive = the rest.

No. | molecule | NPYLR7 ag | hcGAS inh | mcGAS lum
1 | COc1ccc(/C=C2\N=C(SC)SC2=O)cc1OC | 5.3 | 2.3 | 0.4
2 | COCc1nc(-c2cccc(CN3CCN(C(=O)c4cccc(OC(F)F)c4)CC3)c2)no1 | 1.6 | -4.7 | -5.4
3 | O=C(CN(C1CCCCC1)S(=O)(=O)/C=C/c1ccccc1)N1CCc2sccc2C1c1ccc(Cl)cc1Cl (centres undefined) | 14.9 | -5.6 | -5.8
4 | Cn1cc(Cn2ccnc2-c2ccc(-c3nc4ccccc4n3C)o2)cn1 | x | -6.3 | -13.9
5 | COc1cc(C(C)=O)ccc1OCc1nc(-c2ccccc2C)no1 | 5.4 | -9.0 | x
6 | CC(C)(C)c1ccc(-c2ccnc(N3CCN(S(=O)(=O)c4cccc(Cl)c4)CC3)n2)cc1 | 7.5 | 1.5 | 1.1
7 | CCc1nc2c(OCCOc3ccccc3)cccn2c1N(C)C(=O)c1cccs1 | 4.4 | -3.2 | -2.7
8 | COc1ccc(C(C)=O)cc1Cn1c(C)c(C(=O)NCc2ccc3c(c2)OCCO3)sc1=O | -9.2 | 2.8 | x
9 | CC(=O)N1CCc2ccc(NC(=O)CCc3ccc(C)cc3)cc2C1 | -0.3 | -2.7 | -3.7
10 | O=C(CCc1ccccc1)N1CCCC(OCc2ccc(C(F)(F)F)cc2)C1 (centres undefined) | -1.4 | -1.9 | x
11 | Cc1cccc(-c2nc3ccc(Br)cn3c2NC2CCCCC2)c1 | -4.2 | -7.9 | -8.5
12 | Cc1cc(C)c(S(=O)(=O)N(C)C(=O)c2ccc(C(N)=O)cc2)c(C)c1 | -24.8 | -3.7 | x
13 | COc1cc(C(=O)Nc2cccc(-c3cccc(-c4ccc(F)cc4)n3)c2)cc(OC)c1OC | -3.7 | -2.7 | -6.9
14 | CSc1nnc2[nH]c(=O)c3c(n12)CCCC3 | -4.3 | -3.6 | -8.2
15 | CCC(Sc1nnnn1-c1ccc(C)cc1)C(=O)Nc1cc(C)on1 (centres undefined) | 12.0 | -4.1 | -5.1
16 | CC(C)/C(Cl)=N\OC(=O)Nc1ccc(C#N)cc1 | 6.9 | 1.4 | x
17 | CCOC(=O)N1CCN(CC(=O)N2N=C(c3cccc(F)c3)CC2c2ccc(OC)cc2)CC1 (centres undefined) | -8.3 | -0.4 | -1.9
18 | CCOc1ccccc1C(=O)N1CC(=O)N(Cc2c(OC)cccc2OC)CC(O)C1 (centres undefined) | 13.3 | 6.0 | -6.9
19 | COc1ccccc1-c1cc(C(=O)N2CCCC2)n2nc(-c3ccc(Cl)cc3)cc2n1 | 16.1 | -4.1 | -5.4
20 | O/N=C1/CC/C(=N/O)c2nn(-c3ccc(Cl)cc3Cl)nc21 | 0.7 | -1.1 | x
21 | O=C(CSc1nc2ccccc2s1)Nc1ccccc1C(=O)O | -7.7 | -2.7 | -0.6
22 | Cc1ccc(-n2cnc(C(=O)N(C)c3cccc(Cl)c3)n2)cc1 | 0.6 | -5.1 | x
23 | COc1ccc(N2C(=O)CSC2c2ccc(NC(=O)C3CCCC3)cc2)c(OC)c1 (centres undefined) | 23.7 | -3.1 | -3.3
24 | O=C(Cc1cccc2ccccc12)N1CCOC2(CNCCOC2)C1 (centres undefined) | -1.2 | 3.3 | 3.1

Single entries from the results shown:
Value for `O=C(Cc1cccc2ccccc12)N1CCOC2(CNCCOC2)C1` (centres undefined) in hcGAS inh: 3.3
Value for `CC(C)/C(Cl)=N\OC(=O)Nc1ccc(C#N)cc1` in hcGAS inh: 1.4

A second format for seven compounds above.
The line under a structure holds: NPYLR7 ag, hcGAS inh, mcGAS lum
[1] COc1ccc(/C=C2\N=C(SC)SC2=O)cc1OC
    5.3, 2.3, 0.4
[17] CCOC(=O)N1CCN(CC(=O)N2N=C(c3cccc(F)c3)CC2c2ccc(OC)cc2)CC1 (centres undefined)
    -8.3, -0.4, -1.9
[7] CCc1nc2c(OCCOc3ccccc3)cccn2c1N(C)C(=O)c1cccs1
    4.4, -3.2, -2.7
[20] O/N=C1/CC/C(=N/O)c2nn(-c3ccc(Cl)cc3Cl)nc21
    0.7, -1.1, x
[21] O=C(CSc1nc2ccccc2s1)Nc1ccccc1C(=O)O
    -7.7, -2.7, -0.6
[2] COCc1nc(-c2cccc(CN3CCN(C(=O)c4cccc(OC(F)F)c4)CC3)c2)no1
    1.6, -4.7, -5.4
[4] Cn1cc(Cn2ccnc2-c2ccc(-c3nc4ccccc4n3C)o2)cn1
    x, -6.3, -13.9

Going on with the list.
No. | molecule | NPYLR7 ag | hcGAS inh | mcGAS lum
25 | COc1cccc(C=C2SC(=S)N(C)C2=O)c1OC(C)C | 12.6 | -10.4 | x
26 | Cc1ccccc1C(=O)Nc1ccc(C(=O)N2CCCC(N(C)C)c3ccccc32)cc1 (centres undefined) | 4.2 | -2.1 | -4.7
27 | NC(=O)c1ccc(-c2nnn(Cc3cc(Cl)cc4c3OCOC4)n2)cc1 | -1.9 | -2.8 | -7.9
28 | CCCc1nc(C)sc1C(=O)Nc1ccc(C(C)C)cc1 | -16.0 | -3.7 | -2.4
29 | O=C(NNC(=O)C1COc2ccccc2O1)c1cccc(C(F)(F)F)c1 (centres undefined) | 3.8 | -0.6 | x
30 | CCOc1ccc(NC(=O)C(C)(C)C)cc1S(=O)(=O)N1CCCCC1 | -6.3 | 3.2 | x
31 | CCOC(=O)Cn1c(=NC(=O)c2cccc([N+](=O)[O-])c2)sc2c(C)cc(C)cc21 | 5.4 | -7.6 | -8.6
32 | COc1cccc(CNc2nn[nH]n2)c1OCc1ccccc1F | -12.1 | -1.3 | x
33 | CN(C)C(=O)c1nc2ccc(Cl)cn2c1CNCCCn1ccc2ccccc21 | 0.8 | -5.4 | -9.9
34 | COc1ccc(C2(CNC(=O)CC3C(=O)NCCN3C(C)C)CCCC2)cc1 (centres undefined) | 2.9 | -8.5 | x
35 | CCC(CC)n1ncc(C)c1NC(=O)c1ccc(-c2noc(C3CC3)n2)cc1 | 2.8 | -2.8 | -9.5
36 | COc1ccc(-c2noc(C3CCN(C(=O)c4c(F)cccc4F)CC3)n2)cc1 | 29.0 | -6.0 | -6.9
37 | O=C(NCCSc1ccc(Br)cc1)c1ccncc1 | -2.7 | 5.4 | -2.0
38 | Cc1ccsc1CN(Cc1ccc(F)cc1)C(=O)CN(CCN1CCOCC1)C(=O)Nc1ccc(F)c(Cl)c1 | -12.4 | -12.6 | -3.9
39 | Cc1cc(C)nc(NN=C2C=C(N3CCCC3)CC(C)(C)C2)n1 | -5.5 | 1.7 | x
40 | NC(=O)C1(N2CCCCC2)CCN(S(=O)(=O)c2ccc(Cl)s2)CC1 | 5.8 | -2.3 | x
41 | CCC1CN(C(=O)CN2CCCC2c2cnn(C)c2)CCO1 (centres undefined) | 3.3&-3.5 | -7.6&-7.2 | x
42 | COC(=O)NC(=O)c1c(NC(=O)c2ccc(C#N)cc2)sc(C)c1C | 16.9 | -3.6 | x
43 | Cc1ccc(NC(=O)CNC2(CN3CCOCC3)CCCC2)c(C)c1 | 3.9 | -1.6 | -5.4
44 | COCC(=O)N1CCSC12C(=O)N(Cc1cccc(OC)c1)c1ccc(C)cc12 (centres undefined) | 4.9 | -11.2 | -4.1
45 | Cc1ccc(-n2c(CCC(=O)NCCc3cccs3)cc3c2-c2ccccc2OC3)c(F)c1 | -1.3 | -10.0 | -12.2
46 | COc1ccc(S(=O)(=O)NCC2CCCN(C(=O)c3cccc(C)n3)C2)cc1 (centres undefined) | 5.0&-4.4 | -4.3&-3.5 | x
47 | Cc1ccc(-c2cc(C(=O)O)n(-c3ccccc3Cl)n2)cc1C | 6.9 | -0.4 | x
48 | Cc1c(C)n2c3c(=O)n(CC(C)C)c(=O)n(C)c3nc2n1CCCN1CCOCC1 | 17.6 | -4.3 | x
49 | O=C(COCc1ccccc1)N(Cc1cccc(OS(=O)(=O)c2cccc(C(F)(F)F)c2)c1)Cc1ccco1 | -2.9 | -0.5 | -0.9
50 | Cc1noc(C)c1C(=O)NC(c1ccc(Cl)cc1)C(C)C (centres undefined) | -7.8 | -6.5 | x
51 | Fc1ccc(-c2cc3c(SCc4ccccc4F)nccn3n2)cc1 | 3.9 | -4.4 | -8.5
52 | COC(=O)c1cc(C#N)c(=O)n(CC(O)COc2cc(Cl)ccc2Cl)c1 (centres undefined) | 8.1 | -13.8 | -4.9
53 | Cc1nnc(COc2ccc(NC(=O)c3ccn[nH]3)cc2)o1 | 2.2 | -3.3 | x
54 | Cc1ccc(-n2c(Cc3ccccc3)nnc2SCc2ccc(C(=O)NCc3ccco3)cc2)cc1 | 7.2 | -3.2 | -1.8
55 | Cc1ccc(-c2cc(C(=O)N3CCN(c4ccccc4F)CC3)n(-c3ccccc3)n2)cc1C | -3.8 | -9.2 | -3.6
56 | CCOC(=O)CON1C(=O)C(=O)N(OCC(=O)OCC)[C@H]2CCCC[C@H]21 | -8.5 | -1.9 | x
57 | O=C1CC(c2ccccc2)N(c2ccnc(C3CC3)n2)CCN1 (centres undefined) | 5.4 | -17.7 | x
58 | CC(C)N1CCCC(C)(C(=O)Nc2ccc3scnc3c2)C1 (centres undefined) | 1.2 | 4.8 | x
59 | COc1ccc(Cl)cc1N1CCNC(C)C1=O (centres undefined) | -3.9 | -4.3 | x
60 | Brc1cccc(-c2nc(NCCN3CCOCC3)c3ccccc3n2)c1 | 15.8 | -2.6 | -4.0
61 | CC(=O)c1cccc(NC(C)C(=O)N2CCC(C)CC2)c1 (centres undefined) | 2.5 | -3.2 | -14.9
62 | CC1c2[nH]c3ccccc3c2CCN1CCCN1CCOC1=O (centres undefined) | 5.8 | -2.6 | x
63 | COc1ccc(S(=O)(=O)Nc2ccc(SC)cc2)cc1 | 15.2 | -1.5 | x
64 | Cc1[nH]c2c(CN3CCNC(C(=O)NC4CC4)C3)cccc2c1C (centres undefined) | 10.0 | -6.8 | x
65 | Cc1cc(S(C)(=O)=O)ccc1NC(=O)c1ccc(F)cc1F | 7.9 | -6.6 | x
66 | CCC(C)(Oc1ccc(C2(c3ccc(OC(C)(CC)C(=O)O)cc3)CCCCC2)cc1)C(=O)O (centres undefined) | 1.0 | -9.0 | -7.1
67 | CN(C)CCCN(C(=O)CN1C(=O)c2ccccc2C1=O)c1nc2ccc(F)cc2s1 | -1.6 | -0.7 | -3.9
68 | CC1CCCCC12NC(=O)N(CN1CCN(S(=O)(=O)c3cccs3)CC1)C2=O (centres undefined) | 12.5 | -4.2 | -6.3
69 | O=C(O)C1C2C=CC3(CN(Cc4cccs4)C(=O)C13)O2 (centres undefined) | 9.1 | -2.5 | x
70 | CCOC(=O)C1=C(C)N=c2s/c(=C\c3cccc(OC)c3)c(=O)n2C1c1ccc(OC)c(OC)c1 (centres undefined) | -0.4 | -3.6 | -6.9
71 | O=C(c1ccc(F)cc1)N1CCN(C(=O)c2cc(O)cs2)CC1 | 8.5 | -2.4 | x
72 | O=C(NCc1ccccn1)C1CCCN(C2CCN(C(=O)c3ccco3)CC2)C1 (centres undefined) | 9.6 | -6.6 | x
73 | COc1ccc(-c2cc(N)n(-c3ccc(C(=O)Nc4cccc(OC)c4)cc3)n2)cc1 | 1.5 | 3.9 | 0.2
74 | Cc1ccccc1NC(=O)CSC1=C(C#N)C(c2ccsc2)CC(=O)N1 (centres undefined) | -3.6 | -3.5 | -5.1
75 | COc1ncccc1-c1ccc(F)cc1O | -3.3 | -7.8 | -15.6
76 | Nc1c(Cl)cc(NS(=O)(=O)c2ccc3c(c2)OCCO3)cc1Cl | 1.4 | -6.7 | x
77 | COc1ccc2oc(=Nc3sc4c(c3C(N)=O)CCCC4)c(-c3nc4ccccc4[nH]3)cc2c1 | 4.8 | -7.3 | x
78 | COCc1cc(N2CCCC2)nc(SCc2ccc(C(=O)N3CCN(C)CC3)cc2)n1 | 6.9 | -0.6 | -3.3
79 | CCOC(=O)C1=C(COC(=O)C=Cc2cccs2)NC(=O)NC1C (centres undefined) | 5.8 | -1.2 | x
80 | CC1(C)C2CC[C@]3(C)C(C(=O)C=C4[C@@H]5C[C@@](C)(C(=O)O)CC[C@]5(C)CC[C@]43C)[C@@]2(C)CC[C@@H]1OC(=O)CCC(=O)O (some centres undefined) | -12.2&-8.7 | -3.0&-1.7 | x
81 | COC(=O)C1CN(Cc2ccccc2C#N)C[C@@H](C)O1 (some centres undefined) | -2.1 | 4.3 | x
82 | O=C(O)c1cc(-c2ccccc2F)nc2cc(-c3ccccc3)nn12 | -9.0 | 1.9 | x
83 | COc1ccccc1Cn1c(C)c(C(=O)Nc2cccc(Oc3ccccc3)c2)sc1=O | 14.2 | -3.1 | x
84 | O=C(CCc1nnc(Cc2c[nH]c3ccccc23)o1)NC[C@H]1C[C@H]2C=C[C@H]1C21CC1 | 11.2 | -4.8 | -7.7

Full records, quoted from the list.
CCOC(=O)C1=C(COC(=O)C=Cc2cccs2)NC(=O)NC1C (centres undefined) across the screens: NPYLR7 ag = 5.8; hcGAS inh = -1.2; mcGAS lum = x
COc1ccc2oc(=Nc3sc4c(c3C(N)=O)CCCC4)c(-c3nc4ccccc4[nH]3)cc2c1 across the screens: NPYLR7 ag = 4.8; hcGAS inh = -7.3; mcGAS lum = x
O=C(O)c1cc(-c2ccccc2F)nc2cc(-c3ccccc3)nn12 across the screens: NPYLR7 ag = -9.0; hcGAS inh = 1.9; mcGAS lum = x

Screening results as filed in PubChem.
